Screens as filed in PubChem.
VEEV TC-83 Vero: inhibitors of VEEV TC-83 cytopathic effect, confirmation, Vero cells (AID 588727); Vero cells, VEEV TC-83 cytopathic effect inhibition; higher % means a stronger effect; inhibition, % at 20 µM, or IC50 in µM where a hit was titrated; 350,000 tested, 0.13% active; in the data active = a potency from the dose series; inconclusive = inhibition mostly from about 14% at the one dose, without a potency; inactive = the rest, 99 in 100 with inhibition below about 12%; note: strong numbers were not always called active
Salmonella PhoP GFP: PhoP regulon inhibitors, Salmonella typhi PhoP promoter GFP reporter, confirmatory (AID 1850). 310,000 tested, 0.33% active. Salmonella Typhi PhoP-promoter GFP reporter, fluorescence, 4 h; higher % means a stronger effect. inhibition, % at 50 µM; hits with a dose series show IC50 in µM; in the data active = a potency from the dose series; inconclusive = inhibition mostly from about 25% at the one dose, without a potency; inactive = the rest, 99 in 100 with inhibition below about 19%;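 note: 0% = induced wells with vehicle and 100% = uninduced wells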
M. tuberculosis: growth inhibition of non-replicating M. tuberculosis (AID 488890); Mycobacterium tuberculosis non-replicating, growth inhibition; higher % means a stronger effect; 320,000 tested, 0.39% active; inhibition, % at 25 µM, or IC50 in µM where a hit was titrated; in the data active = a potency from the dose series; inconclusive = inhibition mostly from about 82% at the one dose, without a potency; inactive = the rest, 99 in 100 with inhibition below about 76%;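 note: plate controls were DMSO cells for no effect and high antibiotic wells for full effect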
M. tuberculosis HTS: M. tuberculosis growth inhibition, HTS (AID 449762); M. tuberculosis H37Rv growth inhibition, 7H9 media; higher % means a stronger effect; inhibition, % at 25 µM; hits with a dose series show IC50 in µM; 330,000 tested, 0.59% active; in the data active = a potency from the dose series; inconclusive = inhibition above about 70% without an active follow-up result;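 note: bacterial growth assessed after seven days of incubation; strong numbers were not always called active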
H1N1 NS1A inhibition: NS1A inhibition, H1N1 influenza, cell based functional assay (AID 504329) | NS1A functional cell-based assay, percent inhibition; higher % means a stronger effect | inhibition, % at 12.5 µM, or IC50 in µM where a hit was titrated | 340,000 tested, 0.3% active; in the data active = a potency from the dose series; inconclusive = inhibition above about 27% without an active follow-up result; note: strong numbers were not always called active
VEEV TC-83 Vero 10K pilot screen: also measured in VEEV TC-83 Vero; calls as there; inhibition, %; measured here: 10K pilot screen inhibition
* marks the source's active call; other numbers are inactive results; i = inactive; ? = inconclusive; . = no result given.

SMILES | VEEV TC-83 Vero | Salmonella PhoP GFP | M. tuberculosis | M. tuberculosis HTS | H1N1 NS1A inhibition | others
CCc1cccc(CC)c1NC(=O)CSc1nnc(C(C)C)n1CC | 1.3% | 3% | 3% | 4% | 5%
CCCS(=O)(=O)N1CCCC(C(=O)N2CCCCC2)C1 (centres undefined) | 1.1% | -1% | -8% | 2% | -6%
Cc1cc(C)n(CC(=O)NCCC2=CCCCC2)n1 | 0.6% | -2% | -2% | -1% | 0%
COC(=O)C1=C(c2cccc(OC)c2OC)C[C@@H]2CC[C@H]1N2C(=O)NCCS(C)=O (some centres undefined) | 0.8% | 10% | 11% | -2% | -9%
Nc1nc(NCc2ccco2)nc(NCCO)c1[N+](=O)[O-] | 3.3% | 12% | -7% | 1% | 9%
Clc1ccc(-c2nnc3sc(-c4ccc(Br)o4)nn23)cc1 | 0.6% | -8% | -1% | 0% | 0%
CCNc1nnc(-c2ccc(C)cc2)o1 | 6.1% | 8% | -4% | 1% | -10%
CCc1nc2ccccc2n1CCC(=O)O | 0.3% | -5% | 1% | 4% | 6%
Cc1c(N2C(=O)CSC2c2ccccc2)c(=O)n(-c2ccccc2)n1C (centres undefined) | 2.7% | -2% | -10% | -2% | -20%
O=C(COC(=O)Cc1n[nH]c(=O)c2ccccc12)Nc1ccc(Cl)cn1 | 4.7% | . | -11% | 4% | -11%
O=C(NC1(C(F)(F)F)NC(=O)N(C2CCCCC2)C1=O)c1cccs1 (centres undefined) | i | 14% | 22% | -6% | 9%
CCN(CC)S(=O)(=O)c1ccc(N2CCCC2)c(NC(=O)CN2C(=O)NC3(CCCC3)C2=O)c1 | 4.8% | 2% | 0% | 2% | 0%
O=C(Cc1cccs1)Nc1ccc(C(=O)O)cc1 | 0.5% | -12% | -4% | 1% | -6%
COC(=O)COc1cccc2c(=O)n(CC(=O)Nc3ccc4c(c3)OCCO4)ccc12 | i | 10% | -21% | -1% | -11% | VEEV TC-83 Vero 10K pilot screen=0.4
CCc1ccc(C2C(C#N)=C(N)OC3=C2C(=O)CCC3)s1 (centres undefined) | 1.1% | -7% | 2% | -3% | 9% | VEEV TC-83 Vero 10K pilot screen=1.1
COc1ccc(/C=C(\C#N)C(=O)OCC(=O)NC(=O)NCCC(C)C)cc1 | i | -4% | 3% | -3% | 18%
O=C(OCc1nc2scc(-c3ccccc3)c2c(=O)[nH]1)c1cccc([N+](=O)[O-])c1 | 1.6% | 0% | 22% | 6% | -6%
COc1cc(C2C(C(C)=O)=C(O)C(=O)N2CCc2ccc(OC)c(OC)c2)ccc1O (centres undefined) | i | 0% | -9% | 3% | -1%
COc1ccc(C2/C=C\CN(S(=O)(=O)c3cccc4cccnc34)CC(=O)N2Cc2ccc(F)cc2)cc1 (centres undefined) | 7.2% | 0% | 14% | -1% | 9%
CC(C)C[C@@H](CNCC(=O)[C@H](C)NC(=O)c1[nH]cnc1C(=O)N[C@@H](C)CN)NC(=O)c1nc[nH]c1C(=O)N[C@@H](Cc1ccccc1)C(=O)O | 0.1% | . | . | . | -6%
CC(O)[C@H]1CNCCN1CCc1cccc2ccccc12 (some centres undefined) | 7.4% | -5% | 0% | -4% | -12%
COc1cc([N+](=O)[O-])cc2sc(NC(=O)c3c(F)cccc3F)nc12 | 4.8% | -34% | 6% | -6% | -6%
COC(=O)CC1SC(=O)NC1=O (centres undefined) | 0.2% | -8% | -10% | 0% | 8%
CSc1ccc(C(=O)C2CCCN(C(=O)CCc3cnn(C)c3)C2)cc1 (centres undefined) | 0.8% | -4% | 3% | -11% | 6%
Cc1nnc(SCC(=O)N2CCN(c3ccccc3F)CC2)n1C1CC1 | 1.0% | . | . | . | -8%
COc1cc(C(=O)O)cc(NC(=O)c2cccs2)c1OC | 0.5% | -1% | 26% | -7% | 1%
COc1ccc(S(=O)(=O)N2CCOCC2)c(C)c1C | 0.4% | 8% | 0% | -3% | -4%
CC(C)OCC(O)CCc1n[nH]c(=S)n1-c1ccccc1 (centres undefined) | i | 4% | -11% | 0% | 1%
Cc1ccc(Oc2ccc3c(c2)C(=O)N(c2cccc4cccnc24)C3=O)cc1 | 0.8% | -6% | 47% | 10% | -4%
CCOc1ccc(NS(=O)(=O)c2ccc(NS(=O)(=O)c3cccs3)cc2)cc1 | 0.8% | 9% | -5% | 2% | 3%
CCN(CC(=O)Nc1ccccc1OC)C(=O)CSCC(=O)Nc1ccc(OC)cc1 | 2.9% | -1% | 9% | 7% | -6%
CN(C)CCN(Cc1ccco1)C(=O)c1oc2ccccc2c1NC(=O)COc1ccccc1 | 9.2% | -28% | 31% | 14% | 1%
O=C(CN1C(=O)NC2(CCCC2)C1=O)N1CCN(S(=O)(=O)c2cc(Cl)ccc2Cl)CC1 | 4.4% | . | 5% | -11% | -4%
CNC(=O)CSc1nc2cc(S(=O)(=O)Nc3ccc(OC)cc3)ccc2o1 | 2.0% | -6% | 4% | -1% | -5%
CCn1c(=NC(=O)c2ccco2)sc2cccc(F)c21 | 8.7% | -4% | -14% | ? | 5%
Cc1ccc(C(=O)Cn2c3[n+](c4ccccc42)CC(O)CS3)cc1 (centres undefined) | 1.5% | 7% | 5% | -7% | -4%
COc1ccccc1CNC(=O)c1cc(-c2ccccc2)nn1CC1CC(c2cccc([N+](=O)[O-])c2)=NO1 (centres undefined) | 3.7% | -7% | 35% | 2% | 1%
COc1ccc2c(c1)OC[C@H]1[C@H]2N2C(=O)CN(CCc3c[nH]c4ccccc34)C(=O)[C@@]2(C)[C@H]1c1ccccc1 | 6.1% | . | 59% | ? | -9%
CNC1(c2nnnn2-c2ccccc2C)CCOC(C)(C)C1 (centres undefined) | i | -7% | -5% | -2% | 0%
CS(=O)(=O)NCCNc1ncc(C(F)(F)F)cc1Cl | 0.1% | -7% | 1% | -5% | 2%
C=C(C)CSc1nnc(-c2ccc(OC)c(OC)c2)n1N | 4.8% | 1% | -7% | -20% | 1%
NC(Cc1ccc(O)cc1)c1cn([C@@H](CCC(=O)O)C(=O)N2CCNCC2)nn1 (some centres undefined) | 0.1% | -7% | -7% | -3% | 8%
Cc1ccc(OCc2n[nH]c(=S)n2C2CCCCC2)cc1 | i | -8% | -18% | -1% | -1%
Cc1cc(NC(=O)COC(=O)c2c(C)nn(Cc3ccccc3)c2C)no1 | 4.2% | -34% | 9% | -5% | 2%
Brc1ccc2c(c1)[C@H]1OCC[C@H]1[C@@H](c1cccs1)N2 | 4.2% | -3% | 1% | 12% | 0%
[O-]/[N+](=C/c1ccc(F)cc1)c1ccccc1 | 0.8% | -1% | -4% | -1% | 12%
O=C(Nc1ccc2c(c1)OCO2)Nc1cnccn1 | 0.6% | 2% | -3% | -17% | 5%
COc1ccccc1N1CCN(c2ccc([N+](=O)[O-])cc2Cl)CC1 | i | 9% | 33% | 33% | 2%
O=C(CCc1nc2ccccc2n1-c1ccccc1)NCCO | i | -5% | -8% | -11% | -7%
CCCCC(=O)Nc1ncc(Br)s1 | 2.3% | -10% | 19% | 1% | -6%
CC(C)CCNC(=O)NC(=O)CSc1ccc(S(=O)(=O)N2CCOCC2)cn1 | 2.3% | . | 20% | 1% | -5%
CCN(C(=O)CSC1=Nc2ccccc2C2CC=NN12)C1CCS(=O)(=O)C1 (centres undefined) | 8.2% | 4% | 6% | 12% | 6%
CCOC(=O)c1c(/N=C/c2cc(C)ccc2O)sc2c1CCC2 | i | -8% | 14% | -3% | 7%
NNC(=O)c1ccc(CSc2nc3ccccc3[nH]2)cc1 | 0.9% | -14% | -9% | 3% | 4%
CCCc1cc(=O)[nH]c(SCC(=O)Nc2cc(S(=O)(=O)N3CCCCC3)ccc2C)n1 | 1.2% | . | 7% | -28% | -3%
O=C(N/N=C/c1cn(-c2cccs2)nc1-c1ccccc1)c1ccc(O)cc1 | 12% | 1% | 9% | ? | 3%
COCCCn1c(C23CC4CC(CC(C4)C2)C3)n[nH]c1=S | 0.2% | -6% | -2% | 0% | 0%
CCCc1ncc(C(O)c2ccccc2OC)n1C (centres undefined) | 1.5% | 6% | -19% | -9% | .
CN(C(=O)CSc1nncc2ccccc12)C1CCCCC1 | i | -16% | 23% | 1% | -1%
COCc1c(C(=O)Nc2nc(C)cs2)oc2ccccc12 | 9.5% | 2% | 27% | 3% | 4%
The listing continues:
SMILES | VEEV TC-83 Vero | Salmonella PhoP GFP | M. tuberculosis | M. tuberculosis HTS | H1N1 NS1A inhibition | others
CCN(CC)S(=O)(=O)c1csc(C(=O)Nc2ccccn2)c1 | 7.2% | 5% | -5% | -3% | 17%
COc1ccc(-n2c(=O)c3c4c(sc3n3c(=S)[nH]nc23)CCCC4)cc1 | 1.3% | -1% | -22% | 4% | 6%
COc1ccc(NC(=O)C2CCN(S(C)(=O)=O)CC2)c(OC)c1 | 0.5% | 0% | -7% | 0% | -7%
CN(C(=O)c1ccc(NC(=O)Cc2cccc(NC(=O)C3CCN(C(=O)C4CCCC4)CC3)c2)cc1)C1CCCC1 | 7.0% | . | 27% | -1% | -20%
C#CCOc1ccc2c(c1)c(C(C)=O)c(C)n2Cc1ccccc1 | 5.6% | 5% | -6% | 68µM* | 0%
CC1CCC2C(=O)N(c3ccccc3OC(=O)c3ccccc3F)C(=O)C2C1 (centres undefined) | 1.2% | 5% | 6% | 5% | 3%
COc1cccc(CNC(=O)COC(=O)CCS(=O)(=O)c2ccc(C)cc2)c1 | 1.1% | . | . | . | -1%
CC(=O)N(C)Cc1ccc(C(=O)CCl)cc1 | 13% | 9% | 78% | 19% | -1%
CC(C)CC(N)C(=O)OCc1ccc([N+](=O)[O-])cc1 (centres undefined) | 0.6% | -5% | -11% | -4% | -15%
O=C1NCC(=O)N2CCC[C@@H]12 | 0.2% | -6% | 0% | -12% | 0%
COc1ccc(-c2nnc(SCC(=O)N3CCCC3=O)n2N)cc1OC | 1.1% | . | 16% | 4% | -20%
O=S1(=O)c2c(F)cccc2O[C@@H](COCc2ccccc2)CN1CCc1ccc(F)cc1 | i | . | . | . | -16%
COc1ccc(C(=O)N2CCCC(C(=O)N3CCN(c4ccccc4)CC3)C2)cc1 (centres undefined) | 1.6% | 0% | -2% | -3% | -3%
Cc1ccc(S(=O)(=O)Nc2cccc3ncccc23)s1 | 2.4% | 5% | 5.3µM* | <0.2µM* | 1%
Cc1cccc(OC(=O)c2cncc(Br)c2)c1 | i | -3% | ? | 24% | -13%
Cc1cnc(NC(=O)CSc2nnc(COc3ccccc3)o2)s1 | 2.2% | 5% | 30% | -7% | 10%
COC(=O)c1ccc(Cn2cnc3c(Cl)ncnc32)cc1 | 0.1% | . | . | . | 0%
CCOC(=O)N1CCN(C(=O)c2c[nH]c3ccc(S(=O)(=O)N(C)c4ccccc4C)cc3c2=O)CC1 | 3.3% | 11% | 8% | 3% | -3%
CC(C)c1cc[n+](-c2nc([O-])sc2C=O)cc1 | i | 3% | 0% | 0% | 3%
O=C(COC(=O)CN1C(=O)C2CCCCC2C1=O)Nc1ccc(F)c(F)c1F (centres undefined) | 1.9% | . | -11% | 8% | -16%
Cc1nc2c(F)c(F)c(C(F)(F)F)c(F)c2[nH]1 | i | -2% | -7% | 0% | 2%

The order is random. Share with any hit: about 1.5%.
